# IL1B secr inh – inhibitors of inflammasome signaling (IL-1 beta secretion) | THP-1 LPS/ATP IL-1B secretion, AlphaLISA, 16 h; active compounds read low | activity change, % at 57.5 µM | 360,000 tested, 4.7% active | AID 743279; in the data active = activity change below about -50%; inconclusive = mostly about -30% to -49%; also: % is scaled to controls: 0 for no effect and ±100 for the full control effect
#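 THP-1 cells pretreated 1 hr with compounds (up to 57.5 uM final), then stimulated with LPS (250 ng/mL final) plus ATP (1.25 mM final); secreted IL-1B measured by AlphaLISA after 16 hr, decreased signal indicating inhibition.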
# KB-V1 MDR tox – kills drug-selected multidrug resistant KB-V1 cells. KB-V1 MDR cells viability, CellTiter-Glo, 72 h. Potency, µM (series often up to 46.1 µM), for the others: at the top dose activity change, negative = cytotoxicity, hits mostly cytotoxic. 400,000 tested, 3.4% active; also: potency is read from the fitted curve at half-maximal effect; % is scaled to controls: 0 for no effect and ±100 for the full control effect; nearly all actives have a fitted effect of over 60% in size
#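 Cells of the MDR subline KB-V1 are plated, dosed with compound at multiple concentrations, and incubated 72 h at 37 degrees C; CellTiter-Glo is then added and luminescence read after 10 min.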
# MCF10A rereplic – inducers of DNA re-replication in MCF 10A breast cells | MCF 10A DNA re-replication, Hoechst nuclear intensity, 48 h | Potency, µM (series often up to 46.1 µM), for the others: top-dose activity, positive = re-replication, usual class: activators | 350,000 tested, 2.9% active; also: potency is read from the fitted curve at half-maximal effect; % of control where 0% means no effect; nearly all actives have a fitted effect of over 50% in size
# KB-3-1 cytotox – KB-3-1 parental cell cytotoxicity | Potency, µM (top dose mostly 46.1 µM), without a hit: at the highest dose activity change, negative = cytotoxic, usual class: cytotoxic | 400,000 tested, 1.4% active | KB-3-1 viability, CellTiter-Glo ATP luminescence, 72 h | AID 1347075; also: potency is read from the fitted curve at half-maximal effect; % is scaled to controls: 0 for no effect and ±100 for the full control effect; nearly all actives have a fitted effect of over 60% in size
#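 Cytotoxicity measured as CellTiter-Glo luminescence after 72 h at 37 C. Compound titrations were pinned onto drug-naive KB-3-1 parental adenocarcinoma cells grown in DMEM with 10% FBS, and normalized data fitted to concentration-response curves.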
# HT1080 IDH1KD tx – kills HT-1080 cells with IDH1 knockdown; HT-1080 IDH1 knockdown viability, ATP luminescence, 48 h; Potency, µM (top dose mostly 46.1 µM), for the others: at the highest dose activity, negative = toxicity, most hits filed as cytotoxic; 360,000 tested, 2% active; AID 686971;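 also: potency is read from the fitted curve at half-maximal effect; 0% = DMSO wells and -100% = cell-free medium wells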
#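 % activity derives from luminescence (CellTiter-Glo), normalised to DMSO and no-cell wells. HT-1080-IDH1KD cells, 750/well, had 48 h compound exposure at 37 °C.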
# SW480 rereplic – DNA re-replication induction in SW480 cells | SW480 DNA re-replication, Hoechst DNA content imaging, 48 h | Potency, µM (doses to about 46.1 µM), for the others: top-dose re-replication activation, usual class: activators | 340,000 tested, 1.8% active; also: potency is read from the fitted curve at half-maximal effect; % of control where 0% means no effect; nearly all actives have a fitted effect of over 55% in size
#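 Compounds, transferred as 23 nL by pin tool, were incubated with cells for 48 hr; DNA content per nucleus was then quantified by Hoechst staining and fluorescence plate imaging.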
# HT1080-NT tox – kills 2HG-producing HT-1080-NT fibrosarcoma cells; HT-1080-NT fibrosarcoma viability, CellTiter-Glo ATP luminescence, 48 h; Potency, µM (series often up to 46.1 µM), for inactives: top-dose activity, negative = less viability, actives largely listed as cytotoxic; 360,000 tested, 1.6% active;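 also: NT is the 2HG producing partner of a matched IDH1 knockdown line; potency is read from the fitted curve at half-maximal effect; 0% = DMSO-treated cells and -100% = media-only wells without cells; nearly all actives have a fitted effect of over 55% in size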
#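 Luminescent CellTiter-Glo readout after 48 hours of compound exposure at 37 degrees C defined viability of HT-1080-NT cells. Activity was normalized to DMSO wells and cell-free media wells; concentration-response curves were fitted and assigned curve classes.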
# ATXN2 expr inh – ATXN2 expression inhibition; HEK-293 ATXN2-luciferase reporter, luminescence, 24 h; Potency, µM (doses to about 57 µM), inactives show top-dose activity change, negative = inhibition, most hits filed as inhibitors; 360,000 tested, 0.72% active; also: potency is read from the fitted curve at half-maximal effect; % is scaled to controls: 0 for no effect and ±100 for the full control effect; nearly all actives have a fitted effect of over 55% in size
#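 ATXN2-luciferase reporter cells (luciferase flanked by upstream and downstream ATXN2 gene portions) were treated 24 h at 37 °C with compounds at up to 57 uM. SteadyGlo luminescence gave expression; GF-AFC fluorescence gave viability.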
# WRN inhibitor – inhibitors of human WRN helicase. WRN helicase unwinding, fluorescent forked duplex, kinetic. Potency, µM (doses to about 114 µM), without a hit: top-dose activity change, negative = inhibition, usual class: inhibitors. Q14191. 360,000 tested, 0.46% active; also: potency is read from the fitted curve at half-maximal effect; % is scaled to controls: 0 for no effect and ±100 for the full control effect; nearly all actives have a fitted effect of over 55% in size
# Target sequence (Q14191 whole entry, looked up): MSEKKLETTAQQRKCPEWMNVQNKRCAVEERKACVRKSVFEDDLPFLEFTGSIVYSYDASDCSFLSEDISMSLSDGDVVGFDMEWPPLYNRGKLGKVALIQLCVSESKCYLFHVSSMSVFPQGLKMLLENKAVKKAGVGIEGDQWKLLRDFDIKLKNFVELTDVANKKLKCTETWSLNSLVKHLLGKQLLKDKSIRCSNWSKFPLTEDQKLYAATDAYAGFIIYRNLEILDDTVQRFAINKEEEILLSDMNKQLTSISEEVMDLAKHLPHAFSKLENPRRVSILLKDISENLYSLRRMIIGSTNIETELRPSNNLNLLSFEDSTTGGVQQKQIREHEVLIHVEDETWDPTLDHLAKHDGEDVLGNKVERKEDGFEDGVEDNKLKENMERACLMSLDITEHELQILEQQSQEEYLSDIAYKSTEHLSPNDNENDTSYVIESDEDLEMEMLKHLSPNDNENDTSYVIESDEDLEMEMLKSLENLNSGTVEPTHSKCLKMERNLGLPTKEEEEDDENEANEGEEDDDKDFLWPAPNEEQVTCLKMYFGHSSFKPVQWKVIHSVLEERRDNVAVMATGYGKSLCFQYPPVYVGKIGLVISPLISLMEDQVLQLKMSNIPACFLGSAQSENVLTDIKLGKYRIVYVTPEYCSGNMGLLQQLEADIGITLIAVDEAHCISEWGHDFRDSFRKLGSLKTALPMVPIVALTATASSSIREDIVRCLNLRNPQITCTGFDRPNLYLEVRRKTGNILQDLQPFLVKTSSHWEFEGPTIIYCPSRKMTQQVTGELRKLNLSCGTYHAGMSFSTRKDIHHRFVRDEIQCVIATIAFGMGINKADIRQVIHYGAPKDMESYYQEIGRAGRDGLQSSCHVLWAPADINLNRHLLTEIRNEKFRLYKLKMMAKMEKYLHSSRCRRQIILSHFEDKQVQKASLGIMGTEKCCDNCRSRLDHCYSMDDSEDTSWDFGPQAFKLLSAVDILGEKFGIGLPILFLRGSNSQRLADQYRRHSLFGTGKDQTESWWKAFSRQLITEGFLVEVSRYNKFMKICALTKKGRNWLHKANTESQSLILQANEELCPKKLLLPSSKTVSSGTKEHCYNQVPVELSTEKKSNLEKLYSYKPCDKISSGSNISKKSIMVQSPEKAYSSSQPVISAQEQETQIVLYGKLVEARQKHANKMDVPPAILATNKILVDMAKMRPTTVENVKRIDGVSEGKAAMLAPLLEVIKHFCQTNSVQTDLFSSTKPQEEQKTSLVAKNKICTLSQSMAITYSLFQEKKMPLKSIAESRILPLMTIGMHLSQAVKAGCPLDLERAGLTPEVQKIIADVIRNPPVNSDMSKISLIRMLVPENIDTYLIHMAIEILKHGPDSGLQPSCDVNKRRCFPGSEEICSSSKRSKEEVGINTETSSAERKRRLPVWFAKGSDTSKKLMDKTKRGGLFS
#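 WRN at 20 nM final was preincubated with compound for 15 min at room temperature; reaction started with 100 nM forked duplex oligonucleotide carrying fluorophore and quencher plus 2 mM ATP (final). Unwinding followed kinetically by red fluorescence (ex 525/em 598 nm).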
# * = called active by the depositor; i = inactive; ? = inconclusive; · = not tested or not shown; & = joins results of further samples; [ ] = another dose, or the depositor's remark. Unless noted, calls follow the shape of the dose curve; as a rule, active = well fitted curve in the direction sought with a large enough effect; inconclusive = small, poorly fitted or top-dose-only effect, or another doubt; inactive = no such curve, though single readings can be large; an effect the other way counts as inactive or inconclusive.
SMILES,IL1B secr inh,KB-V1 MDR tox,MCF10A rereplic,KB-3-1 cytotox,HT1080 IDH1KD tx,SW480 rereplic,HT1080-NT tox,ATXN2 expr inh,WRN inhibitor
CCCCCCCCSc1nnc(-c2ccc(OC)cc2)o1,-0.5,0.5%,-1.1%,-7.2%,4.2%,0.4%,6.0%,-5.7%,-23.2%
CCCS(=O)(=O)N1CCC(C(=O)N2CCCC2)CC1,0.1,5.7%,5.3%,0.2%,13.3%,-2.8%,16.7%,3.2%,0.7%
Cc1ccc(S(=O)(=O)c2cc3cc(Br)ccc3oc2=O)cc1,-21.3,18.4µM*,?,20.6µM*,-1.0%,-7.4%,2.3%,?,-2.0%
O=C(c1cc(F)ccc1F)C1CCCN(C(=O)c2ccc(F)cc2Cl)C1 (stereo not drawn),9.0,11.6µM*,?,2.2%,-5.7%,6.7%,-13.7%,-20.2%,-14.2%
O=C(Nc1ccccc1)OCCNC1CCCCC1,-20.3,?,1.5%,0.0%,4.1%,-1.8%,-4.9%,-5.1%,-11.9%
Cn1c(=O)n(C)c2cc(NC(=O)c3ccc(F)cc3)c(Br)cc21,-20.4,-1.4%,12.4%,-3.0%,11.7%,-4.8%[9.22 µM],10.4%,27.5%,-3.5%
CCc1oc2ccccc2c1C(=O)c1cc(Br)c(O)c(Br)c1,26.7,-19.6%,7.31µM*,0.0%,4.2%,-0.8%&-6.3%&-1.2%,4.4%,-4.5%&4.5%,-9.9%
CCN(N=Nc1cccc([N+](=O)[O-])c1)c1cccc([N+](=O)[O-])c1,-3.2,26.7%,-4.4%,0.0%,1.1%,4.2%,2.1%,-3.4%,-7.4%
O=C(C1CCC(=O)N(C2CC2)C1)N1CCC(Oc2cccc(C(F)(F)F)c2)CC1 (stereo not drawn),25.0,7.2%,7.4%,1.1%,-14.7%,?,-11.3%,-10.8%,-1.5%
COC(=O)C(C)Oc1ccc(Cl)c(CN2OCC(C)(C)C2=O)c1 (stereo not drawn),29.9,?,1.3%,10.3%,0.7%,2.0%,3.3%,5.4%,6.7%
CCCNC(=O)CSc1nnc(-c2ccc(F)cc2)o1,?,6.8%,-5.5%,10.0%,1.6%,13.9%,10.3%,6.1%,-0.7%
COc1cc(Cl)ccc1NC(=S)N(CCN(C)C)C(C)c1ccncc1 (stereo not drawn),-7.1,?,-2.9%,-3.2%,-4.8%,-22.7%,24.1%,·,-0.1%
CCOC(=O)C1CCN(S(=O)(=O)c2ccc3c(c2)NC(=O)C(C)S3)CC1 (stereo not drawn),-1.7,?,-3.2%,0.0%,-7.5%,-0.5%,-5.7%,-35.2%,1.9%
O=C(NC1CCCCC1)C(c1cccs1)N(C(=O)c1ccco1)c1ccc2c(c1)OCCO2 (stereo not drawn),5.9,-7.4%,3.2%,-2.7%,1.3%,8.9%,-2.3%,19.8%,3.6%
O=C(CCNC(=O)c1ccco1)Nc1ccccc1,-8.4,-11.5%,21.3%,0.0%,1.7%,-9.1%,-6.4%,18.1%,0.1%
CCOc1ccc(/C=C2/SC(=S)N(n3c(C)ccc3C)C2=O)cc1,16.7,13.7%,9.0%,0.7%,-18.5%,-1.7%,-16.9%,-25.4%,-7.8%
CC(c1ccccc1F)n1cc(C(=O)NCCCn2ccnc2)nn1 (stereo not drawn),5.7,-8.7%,?,13.2%,-2.5%[9.24 µM],-9.1%,-0.2%,-6.4%,-4.7%
CCCCCC(=O)Nc1cccc(C2=NOC3(C2)C[C@@H](C(N)=O)N(C(=O)c2cc([N+](=O)[O-])cc([N+](=O)[O-])c2)C3)c1 (stereo partly drawn),-17.3,-0.7%,-2.1%,?,-0.5%,-11.9%,0.1%,-10.0%,-4.1%
Cc1cccc(C)c1N1CCN(C(=O)Cn2cncn2)CC1,-2.9,-11.4%,-2.4%,-4.7%,-12.5%,-1.8%,3.7%,-14.2%,2.9%
COc1ccccc1NC(=O)C1CCCN(c2nc(C)cc(C)n2)C1 (stereo not drawn),13.9,?,6.9%,-0.4%,0.3%,-5.8%,9.5%,-2.0%,2.5%
CC(C)N(C(=O)/C=C/c1cccc([N+](=O)[O-])c1)C(C)C,-4.5,-2.6%,0.6%,2.2%,-1.4%,-2.1%,7.2%,·,-0.3%
O=C(/C=C/c1cccc(O)c1)c1cccnc1,-5.7,?,20.6µM*,-0.5%,?,?,?,-32.5%,-22.0%
CC(NC(=O)c1cccc(S(=O)(=O)N(C)C)c1)c1nc2ccccc2[nH]1 (stereo not drawn),17.2,-8.0%,8.7%,-0.1%,3.5%,0.9%,-2.2%,-0.4%,15.9%
C/C(=N\NC(=O)c1cccc(Br)c1)c1ccccn1,-15.3,1.46µM*,2.91µM*,?,?,?,?,?,4.8%
O=C(CCCCCn1c(=S)[nH]c2ccc(N3CCOCC3)cc2c1=O)NCc1ccccc1,15.7,0.0%,21.9%,-1.2%,19.1%,-2.5%,3.2%,-33.5%,-3.6%
Cc1c(C(=O)NC2CCS(=O)(=O)C2)oc2ccccc12 (stereo not drawn),12.4,-3.9%,-4.7%,8.7%,10.2%,-11.4%,29.9%,0.0%,-4.6%
CCOC(=O)c1ccc(-n2ccnc2)c(NC(=O)c2ccc(C(C)(C)C)cc2)c1,0.0,-17.0%,?,-4.1%,6.1%,13µM*,7.1%,9.7%,7.1%
O=C1NC(=S)CN1c1ccccc1,-5.7,21.0%,-9.5%,-17.8%,-0.9%,-8.2%,-1.5%,·,17.9%
COc1ccc(Br)cc1/C=N/Nc1ccccn1,-6.4,20.2%,23.1µM*,1.5%,-9.1%,?,-6.0%,-10.9%,9.1%
COc1ccc(CNC(=O)c2cccc(S(=O)(=O)N3CCN(c4ccc(F)cc4)CC3)c2)cc1,-3.3,-11.9%,7.8%,-1.0%,-3.8%,10.4%,-3.3%,-15.7%,-31.9%

# Brought forward from above: 3 compounds; new compounds follow.
SMILES,IL1B secr inh,KB-V1 MDR tox,MCF10A rereplic,KB-3-1 cytotox,HT1080 IDH1KD tx,SW480 rereplic,HT1080-NT tox,ATXN2 expr inh,WRN inhibitor
O=C1NC(=S)CN1c1ccccc1,-5.7,21.0%,-9.5%,-17.8%,-0.9%,-8.2%,-1.5%,·,17.9%
COc1ccc(Br)cc1/C=N/Nc1ccccn1,-6.4,20.2%,23.1µM*,1.5%,-9.1%,?,-6.0%,-10.9%,9.1%
COc1ccc(CNC(=O)c2cccc(S(=O)(=O)N3CCN(c4ccc(F)cc4)CC3)c2)cc1,-3.3,-11.9%,7.8%,-1.0%,-3.8%,10.4%,-3.3%,-15.7%,-31.9%
S=c1nc(Cc2ccccc2)[nH]c2ccccc12,24.3,-18.9%,16.9%,16.3%,-0.9%,-3.2%,8.7%,14.1%,13.3%
C=CCN1C(=O)c2ccc(C(=O)OCC(=O)N(CC)c3c(N)n(Cc4ccccc4)c(=O)[nH]c3=O)cc2C1=O,-4.2,-3.9%,-5.1%,3.0%,-2.0%,-6.1%,-2.5%[9.24 µM],8.0%,-5.1%
O=c1[nH]c2ccc(S(=O)(=O)N3CCCCC3)cc2s1,8.6,5.4%,-1.2%,5.9%,-0.1%,-16.1%,10.9%,-24.3%,0.2%
CCCCNC(=O)c1ccc2c(c1)ncn2C1CCCCC1,-14.0,15.0%,3.3%,23.9%,4.3%,-7.9%,9.6%,6.7%,-5.7%
S=c1[nH]nc(COc2ccccc2)n1/N=C/c1cccc(Cl)c1Cl,28.3,15.3%,-14.2%,6.0%,0.0%,-18.9%,1.2%,·,-13.5%
Cc1onc(-c2ccccc2)c1C(=O)Nc1ccc(S(=O)(=O)NC2=NCCCCC2)cc1,-5.5,-0.8%,0.2%,8.6%,-1.0%,-9.9%,-1.1%,-35.9%,3.5%
COc1ccc(-c2[nH]ncc2-c2cscn2)c(O)c1,-13.1,-7.1%,0.4%,-8.7%,3.3%,0.5%,?,0.5%,-3.7%
COc1cc(NC(=O)CN2C(=O)NC(C)(CC(C)C)C2=O)cc(OC)c1 (stereo not drawn),12.9,3.6%,-1.1%,-1.6%,1.9%,-2.2%,3.0%,-0.3%,0.9%
Cc1ccc(S(=O)(=O)N/N=c2\sc3ccccc3n2C)cc1,17.4,15.3%,-5.3%,3.6%,17.0%,-22.4%,27.8%,-10.1%,-18.5%
CCN1CCN(c2c(Cl)cccc2NC(=O)c2ccc(Br)o2)CC1,?,-4.9%,?,-28.0%,-20.8%,-5.7%,-29.4%,-34.9%,35.7%
Cc1nc2ccc(NC(=O)N3CCCCC3)cc2s1,27.8,?,-9.0%,1.6%,5.8%,-3.4%,6.4%,25.0%,12.7%
COc1ccccc1CC(=O)N1CCN(c2ccccc2)CC1,-9.8,14.1%,-2.6%,17.6%,-5.7%,-9.9%,-2.0%,-9.1%,1.7%
NC(=O)C1CCCN1S(=O)(=O)c1ccc2ccccc2c1 (stereo not drawn),-20.4,?,?,-1.5%,0.3%,-9.5%,-6.4%,4.2%,-8.2%
COC(=O)c1ccc(C)c(NC(=O)c2ccc(Cn3cc([N+](=O)[O-])cn3)o2)c1,5.5,?,-1.7%,7.1%,13.6%,2.7%,7.0%,2.2%,5.6%
COc1ccc(C(=O)COC(=O)Cn2[nH]c(=O)c3ccccc3c2=O)c(OC)c1,-29.7,-25.8%,-6.0%,10.0%,1.1%,1.8%,12.2%,3.9%,-5.4%
Cc1ccc(C2CC(=O)C=C(NCc3ccccc3)C2)cc1 (stereo not drawn),-17.1,20.6µM*,20.6µM*,14.6µM*,20.6µM*,23.1µM*,?,-14.4%,0.0%
Cc1ccccc1CCNC(=O)C1CCC(=O)N(Cc2ccc(Cl)cc2)C1 (stereo not drawn),i,?,-7.3%,-6.2%,5.8%,-6.4%,-2.1%,-5.5%,-30.7%

# Source: PubChem BioAssay (National Center for Advancing Translational Sciences (NCATS))
